# From PubChem BioAssay
# FBPA coupling cs: inhibits coupling enzyme system, counter-screen for aldolase hits; coupling enzyme system counterscreen, AmpLite Red fluorescence; activity change, negative = inhibition, % at 58.2 µM, hits read low; actives 0.67% (n = 290,000); in the data active = activity change below about -30%; note: % is set by controls: 0 for no effect and ±100 for the full control effect
#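 Fluorescence at 525 nm excitation and 598 nm emission measured inhibition of the coupled detection system without aldolase. Compounds (at 57.5 uM final) were preincubated 10 min at room temperature with coupling enzyme reagent before a 20 min substrate/AmpLite Red step.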
# Menin MLL FP TR: inhibitors of human menin-MLL interaction, mutant MLL peptide | O00255 | actives 0.23% (n = 270,000) | Potency, µM (top dose mostly 61.6 µM), for inactives: at the top dose FP activity change, negative = inhibition, actives largely listed as inhibitors | Menin + Texas Red MLL mutant peptide, fluorescence polarization; active = well fitted inhibition curve with a large enough effect in the polarisation, with a control signal flat, not every such curve was filed as active; inconclusive = small, poorly fitted or top-dose-only effect, or effect the other way, or a change in a side signal; inactive = no such curve, though single readings can be large or run the other way; the % refers to the polarisation; note: potency is the fitted concentration of half-maximal effect; % of control where 0% means no effect; many of its hits are not listed in these tables
# Target sequence (O00255 whole entry, looked up): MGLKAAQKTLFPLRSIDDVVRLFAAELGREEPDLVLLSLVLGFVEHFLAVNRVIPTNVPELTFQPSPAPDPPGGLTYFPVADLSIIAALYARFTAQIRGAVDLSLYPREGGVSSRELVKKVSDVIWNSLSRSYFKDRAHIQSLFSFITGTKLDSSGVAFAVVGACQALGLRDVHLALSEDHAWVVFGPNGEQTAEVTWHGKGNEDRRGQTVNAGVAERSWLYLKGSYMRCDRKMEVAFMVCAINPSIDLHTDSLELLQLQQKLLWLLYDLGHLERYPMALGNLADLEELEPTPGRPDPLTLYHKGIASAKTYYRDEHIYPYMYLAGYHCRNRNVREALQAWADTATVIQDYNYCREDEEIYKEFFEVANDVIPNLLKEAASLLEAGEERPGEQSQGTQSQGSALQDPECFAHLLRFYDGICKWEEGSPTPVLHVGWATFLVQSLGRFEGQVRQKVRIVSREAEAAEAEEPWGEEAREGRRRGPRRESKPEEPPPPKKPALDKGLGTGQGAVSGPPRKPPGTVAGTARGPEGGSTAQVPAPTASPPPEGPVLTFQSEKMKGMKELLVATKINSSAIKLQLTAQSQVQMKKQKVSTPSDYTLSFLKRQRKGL
# The depositor's hits bear a star; ? = inconclusive; & = joins results of further samples; [ ] = another dose, or the depositor's remark. Not all compounds are listed, so the mix of outcomes need not match the whole.
SMILES,FBPA coupling cs,Menin MLL FP TR
COc1ccc(/C=C/c2cc(O)cc(O[C@H]3OC(CO)C(O)C(O)C3O)c2)cc1 (some centres undefined),2,-3%
Cc1ccc(CNc2ncnc3ccc(-c4c(C)noc4C)cc23)o1,0,-18%
O=c1c(CCc2ccccc2)nc2cnc(N3CCNCC3)nc2n1CCc1ccccc1,-1,-6%
C/C=C(\C)C(=O)O[C@H]1C[C@@]2(C)CCC(C(C)C)C2(O)CC[C@@]1(C)O (some centres undefined),3,-23%
O=C(c1ccco1)N1CCC[C@@]2(CCN(c3ccncc3)C2)C1,1,-11%
Cc1nc(N=Nc2cc([N+](=O)[O-])ccc2Cl)c(COP(=O)(O)O)c(C=O)c1O,0,?
COCC(=O)N1CCC2(CC1)CN(C(=O)Nc1ccccc1)C2,1,18%
COc1cccc(CNc2ccc3nc(-c4ccc(N)cc4)c(OC)n3n2)c1,-2,-5%[24.8 µM]
CCC(O)c1ccccc1 (centres undefined),-1&1,-3%&-16%&5%
COc1ccccc1-c1nc(NC2CC2)c2ccccc2n1,4,6%
CCNc1ncc2nc(-c3ccc(Cl)cc3)c(=O)n(C[C@H]3CCCO3)c2n1,-2,14%
CS(=O)(=O)N1CCC2(CCCN(c3cccc(-c4ccccc4)c3)C2)CC1,0,2%
CC(C)Cn1nnnc1S(=O)(=O)CCc1ccccc1,-1,-6%
COc1ccccc1CNc1ccnc(-c2ccccc2CN(C)C)n1,2,-27%
C=CCOC(=O)C(C(C)=O)C(NC(=O)OC)c1cccc(F)c1 (centres undefined),1,-16%[11.7 µM]
O=C(Oc1ccccc1)C1O[C@@H]1c1ccccc1 (some centres undefined),0,-1%
COc1cccc(-c2ccc3ncnc(N(C)C)c3c2)c1,-2,-19%
Cc1cccc(COC[C@H](Cc2ccccc2)N2CCN(C(=O)c3cccc(Cl)c3)CCC2=O)c1,-3,?
COc1cccc([C@@H]2Oc3ccc(Br)cc3C(=O)[C@H]2OC(=O)Nc2ccc(OC(F)F)cc2)c1,1,37%[activator]
NC(N)=NCCNS(=O)(=O)c1cccc2cnccc12,5,4%
CC(C)C[C@H](NC(=O)CN(C)C(=O)[C@H](Cc1ccccc1)NC(=O)[C@H](Cc1ccccc1)NC(=O)[C@H](CCC(N)=O)NC(=O)[C@H](CCC(N)=O)NC(=O)[C@@H]1CCCN1C(=O)[C@H](CCCCN)NC(=O)[C@@H]1CCCN1C(=O)[C@@H](N)CCCN=C(N)N)C(=O)N[C@@H](CCS(C)(=O)=O)C(N)=O,-1,2%
Cc1ccc(NC(=O)c2cccc(N(C)C)c2)cc1NC(=O)c1ccc(O)cc1,-3,17%[24.8 µM]
COc1cc(NS(C)(=O)=O)ccc1Cc1c2ccccc2nc2ccccc12,0,-18%
CC1(C)CCC[C@@](C)([C@H]2CC[C@]3(C)[C@@H]2[C@H](O)C[C@@H]2[C@@]4(C)CC[C@H](O)C(C)(C)[C@@H]4CC[C@]23C)O1,5,-14%
COC(=O)N1CCC2(CC1)CCN(c1ccccn1)CC2,4,3%

# Single records, from the list above. Screens in order: FBPA coupling cs	Menin MLL FP TR
# `Cc1cccc(COC[C@H](Cc2ccccc2)N2CCN(C(=O)c3cccc(Cl)c3)CCC2=O)c1` is listed as -3	?
# `C/C=C(\C)C(=O)O[C@H]1C[C@@]2(C)CCC(C(C)C)C2(O)CC[C@@]1(C)O` (some centres undefined) is listed as 3	-23%
# `NC(N)=NCCNS(=O)(=O)c1cccc2cnccc12` is listed as 5	4%

# Next entries:
SMILES,FBPA coupling cs,Menin MLL FP TR
COCCn1c(=O)c(C)nc2cnc(OC)nc21,1,-2%
Cc1c(C(=O)NN2CCOCC2)nn(-c2ccc(Cl)cc2Cl)c1-c1ccc(I)cc1,2&0,?
CC(CCC(=O)O)C1CCC2C3C(O)C[C@@H]4CC(O)CC[C@@]4(C)C3CC(O)[C@]12C (some centres undefined),11,-9%
COc1ccccc1CNc1ccnc(-c2cccc(C#N)c2)n1,-1,34%[activator]
COc1ccc(CNc2nc(-c3ccc4c(c3)OCO4)nc3ccccc23)c(OC)c1,0,?
CCN1C(C)=C(C(=O)OC(C)C)C(c2ccccc2Cl)C2=C1COC2=O (centres undefined),0,3%
O=c1c(-c2ccccc2)nc2cncnc2n1Cc1ccccc1,4,12%
COc1cccc(Nc2ncc3nc(-c4cccs4)c(=O)n(-c4ccccc4)c3n2)c1,3,-23%
N#Cc1ccc(CN2CC[C@@]3(CCCN(C(=O)c4cnccn4)C3)C2)cc1,2,10%
C[C@H]1C(c2cccc(Cl)c2)=NN(c2ccccc2)[C@@H]1CO,2,?
COC1OC(CO)C(OC2OC(C(=O)O)C(OC3OC(COS(=O)(=O)O)C(OC4OC(C(=O)O)C(OC5OC(CO)C(OC6OC(C(=O)O)C(OC7OC(COS(=O)(=O)O)C(OC8OC(C(=O)O)=C[C@H](O)C8OS(=O)(=O)O)C(O)C7NC(C)=O)[C@@H](O)C6O)C(O)C5NC(C)=O)[C@@H](O)C4O)C(O)C3NC(C)=O)[C@@H](O)C2O)C(O)C1NC(C)=O (some centres undefined),2,0%
COc1ccc(C2=N[C@H](c3ccccc3)CO2)cc1,0,-17%[94.6 µM]
Oc1cc2c(cc1O)[C@H](c1ccccc1)CNCC2,-7,10%[24.8 µM]
COc1cccc(Cn2c(=O)c(-c3cccs3)nc3cncnc32)c1,5,0%
COc1ccc(C(=C2C(=O)Nc3ccccc32)c2ccc(OC)cc2)cc1,-10,2%
CSC(=N)N,-2,3%
CCCCCCC1=Cc2cc(OC)c(OC)cc2C(C(C(C)=O)C(=O)OC)O1 (centres undefined),-7,-1%[11.7 µM]
CC1(OC(=O)c2cnc3ccccc3n2)C(=O)C=C2C=C(c3ccc(C#N)cc3)OC=C2C1=O (centres undefined),-2&4,-3%&10%
O=C(c1cc(C(F)(F)F)cc(C(F)(F)F)c1)N1CCC[C@@]2(CCN(Cc3ccncc3)C2)C1,1,0%
O=c1c(O)c(-c2cccc(O)c2)oc2ccccc12,-2,7%[24.8 µM]
N[C@H](CSSC[C@@H](N)C(=O)O)C(=O)O,-2,15%
COc1ccccc1-c1nc(NCc2cccs2)c2ccccc2n1,2,2%
CN(C)C(=O)Nc1ccc(Cl)c(Cl)c1,-1,5%
Cc1nc2cnc(Oc3ccccc3)nc2n(C)c1=O,3,13%
CCN(CC)C(C)CN1c2ccccc2Sc2ccccc21 (centres undefined),-3,-12%

# Six of the compounds above, as tab-separated lines:
canonical_smiles	FBPA coupling cs	Menin MLL FP TR
COc1cccc(Cn2c(=O)c(-c3cccs3)nc3cncnc32)c1	5	0%
COc1ccc(C(=C2C(=O)Nc3ccccc32)c2ccc(OC)cc2)cc1	-10	2%
O=c1c(O)c(-c2cccc(O)c2)oc2ccccc12	-2	7%[24.8 µM]
CN(C)C(=O)Nc1ccc(Cl)c(Cl)c1	-1	5%
COc1ccccc1CNc1ccnc(-c2cccc(C#N)c2)n1	-1	34%[activator]
CC(CCC(=O)O)C1CCC2C3C(O)C[C@@H]4CC(O)CC[C@@]4(C)C3CC(O)[C@]12C (some centres undefined)	11	-9%

# The results go on:
SMILES,FBPA coupling cs,Menin MLL FP TR
CN1CCN(c2ncncc2-c2ccc(N(C)C)cc2)CC1,-9,-5%
CN1CCN(C2=Cc3ccccc3Oc3ccc(Cl)cc32)CC1,0,-20%[24.8 µM]
C=CCCC/C=C(/C)C(OCc1ccc(OC)cc1)C(CC/C=C(\C)C(N)=O)OC (centres undefined),2,-17%[11.7 µM]
NC/C=C\C(=O)O,1,5%
COc1ccc(NC(=O)N2CCC3(CC2)CCN(C(=O)c2cnccn2)CC3)cc1,1,14%
NC(N)=NCCC[C@H](N)C(=O)NCC(=O)N[C@@H](CC(=O)O)C(=O)O,1,5%
CC1(C)Oc2ccc3ccc(=O)oc3c2CC1=O,2,0%
CC(C)n1nnc2cc(C(=O)O)ccc21,-1,-8%
CC(C)NC(=O)N1CC[C@@]2(CCCN(C(=O)c3ccncc3)C2)C1,1,14%
COc1cccc(Cn2c(=O)c(-c3ccc(F)cc3)nc3cnc(N(C)C)nc32)c1,1,-19%
O=C(O)/C=C(\CC(=O)O)C(=O)O,1,-16%
O=c1c(O)c(-c2ccc(O)cc2)oc2ccc(O)cc12,1,26%[24.8 µM]
CC[C@@H](c1ccccc1)n1c(=O)n2n(c1=O)[C@H]1[C@H](O)[C@H]3O[C@@H]3/C(=N/OC[C@@H](O)COCc3ccco3)[C@@H]1CC2,1,12%[11.7 µM]
N#CCCn1c(=O)c(-c2ccc(F)cc2)nc2cnc(OCc3ccccc3)nc21,5,34%[activator]
Cc1noc(C)c1-c1ccc2ncnc(N3CCC(C(=O)O)CC3)c2c1,1,-11%
O=C(/C=C/c1ccccc1)OC1CC(O)C2(O)C=CO[C@@H](OC3OC(CO)C(O)C(O)C3O)C12 (some centres undefined),-1,-24%
COC(=O)C1=C(C)N(Cc2ccccc2)C2=C3C(=O)N(C)C(=O)C3[C@@](O)(C(=O)OC)C(=O)N2C1c1ccccc1 (some centres undefined),-1&-1,3%&8%[11.7 µM]
N#CCCn1c(=O)c(-c2cccs2)nc2cnc(Oc3ccccc3)nc21,-2,4%
COc1cc(OC)c2c(c1)OC(=O)CC2c1ccccc1OC (centres undefined),5,16%[94.6 µM]
CN1CCN(C2Cc3ccccc3Sc3ccc(S)cc32)CC1 (centres undefined),1,-3%
O=c1cnc2cncnc2n1Cc1ccccc1Cl,1,7%
O=C(/C=C/c1ccc(O)c(O)c1)c1ccc(O)cc1O,0,54%[activator]
COc1ccc2c(c1)C(=O)[C@H](OC(=O)Nc1cc(OC)c(OC)c(OC)c1)[C@@H](c1ccc(OC)c(Br)c1)O2,-1,0%
COc1ccc(-c2oc3ccccc3c(=O)c2O)cc1,7,0%[24.8 µM]
O=c1c(-c2ccccc2)nc2cnc(N3CCOCC3)nc2n1-c1ccccc1,0,0%

# New compounds follow
SMILES,FBPA coupling cs,Menin MLL FP TR
C[N+]1(C)C2CCC1CC(OC(=O)C(O)c1ccccc1)C2 (centres undefined),2,1%
COc1cccc([C@H]2Oc3ccc(OC)cc3/C(=N\O[C@@H]3O[C@H](COC(C)=O)[C@H](OC(C)=O)[C@H](OC(C)=O)[C@H]3OC(C)=O)[C@@H]2O)c1,2,-3%[11.7 µM]
COC(=O)[C@H](COC(C)(C)C)NC(=O)O[C@@H]1C(=O)c2cc(Br)ccc2O[C@H]1c1ccc2c(c1)OCO2,-4,6%
O=C(c1cnccn1)N1CCC[C@@]2(CCN(Cc3ccccc3)C2)C1,0,-1%
COc1ccc(CCCn2ncc3c2nc(N)n2nc(-c4ccco4)nc32)cc1,1,2%
CN1CCN(c2ncc3nc(-c4cn(C)c5ccccc45)c(=O)n(CCc4ccccc4)c3n2)CC1,-2,-11%
COc1ccc(NC(=O)N2CCCC3(CCN(C(=O)c4cccn4C)CC3)C2)cc1,2,-6%
C[C@@]12CCC3c4ccc(OS(=O)(=O)O)cc4CCC3C1CCC2O (some centres undefined),5,-11%
CN1CCN(c2ncnc3ccc(-c4ccc5c(c4)OCO5)cc23)CC1,4,-11%
C=CCc1cccc(/C=N/NC(=O)CN2CCN(Cc3ccccc3)CC2)c1O,-1,-7%
C[C@@H]1C[C@](C)(C(=O)c2ccco2)C=C1c1ccco1,0,2%
Cc1cc(C)c(N(Cc2ccccc2)S(=O)(=O)c2ccc(OCCNC(=O)c3cc4ccccc4o3)cc2)c(C(=O)NO)c1,4,25%
COc1ccc(-c2coc3c(OC)c(OC)cc(O)c3c2=O)cc1,4,-22%
CNC1CC(N)[C@H](O)[C@@H](O[C@@H]2OC(CO)C3OC4(OC(C(N)CO)C(O)C(O)C4O)O[C@@H]3[C@H]2O)C1O (some centres undefined),-3,-5%
COc1ccc2c(c1OC)C(Cc1ccccc1)N1CCc3cc4c(cc3C1=C2)OCO4 (centres undefined),-33*,-15%[24.8 µM]
CN1C(=O)C[C@H](c2ccccc2)C1=O,2,-6%[24.8 µM]
CC(C)=CCC/C(C)=C/CO/N=C1/C[C@@H](O)[C@@H](O)[C@@H]2[C@@H]3C(=O)N([C@@H](C)c4ccccc4)C(=O)[C@H]3CC[C@H]12,3,-20%[11.7 µM]
COc1ccc(OC2C=CC(C#Cc3ccccc3)OC2CO)cc1 (centres undefined),-1,7%[11.7 µM]
COc1ccc(Oc2ncc3nc(C)c(=O)n(CCC#N)c3n2)cc1,0,-7%
CON(C)C(=O)c1nnc2c3ccccc3n(S(=O)(=O)c3ccc(C)cc3)c2n1,0&0,-2%&-16%[11.7 µM]
COC(=O)C12CC3(CCC4C5C(C(OCc6ccccc6)C41)C52)OCCO3 (centres undefined),0,10%[11.7 µM]
O=c1c(-c2cc(F)cc(F)c2)nc2cncnc2n1Cc1ccc(F)cc1,2,-3%
CC(C)(C)N1C(=O)[C@H]2[C@H]3[C@H](O)[C@H](O)C/C(=N/OC[C@@H](O)COCc4ccco4)[C@@H]3CC[C@@H]2C1=O,3,-16%[11.7 µM]
CCn1cc(C(=O)O)c(=O)c2cnc(N3CCCC3)nc21,0&-3,19%
CCC(Nc1ncnc2ccc(-c3c(C)noc3C)cc12)c1ccccc1 (centres undefined),1,12%
COC(=O)C/C=C\[C@@H](C)[C@@H](/C=N\OC[C@@H]1O[C@H](c2ccccc2)C=C[C@@H]1Oc1ccc(OC)cc1)OC,-1,-16%[11.7 µM]
COc1ccccc1CN1CCCC2(CCNCC2)C1,3,-4%
CCCCC/C=C\C/C=C\CCCCCCCC(=O)NCCCC(=O)O,4,6%
CCC[C@H](NC(=O)[C@H](CC(C)C)N(C)C(=O)CNC(=O)[C@@H](NC(=O)[C@H](Cc1ccccc1)NC(=O)[C@H](CCCCN)NC(=O)[C@@H](N)CC(=O)O)C(C)C)C(N)=O,1,16%
